PME-1 primary: blocks human protein phosphatase methylesterase 1; Q9Y570; recombinant PME-1, FP-Rh probe fluorescence polarization; inhibition, % at 5.9 µM; 0.53% of 320,000 active;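 active means inhibition above the campaign mean of all compounds plus 3 SD, cut at about 26% in these data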;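 further: competitive labeling of PME-1 active site by serine hydrolase directed probe; 0% = PME-1 with DMSO and 100% = wells lacking PME-1 enzyme; inhibitors block probe labeling so polarization falls and inhibition rises; many of its hits are not listed in these tables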
Target sequence (Q9Y570 whole entry, looked up): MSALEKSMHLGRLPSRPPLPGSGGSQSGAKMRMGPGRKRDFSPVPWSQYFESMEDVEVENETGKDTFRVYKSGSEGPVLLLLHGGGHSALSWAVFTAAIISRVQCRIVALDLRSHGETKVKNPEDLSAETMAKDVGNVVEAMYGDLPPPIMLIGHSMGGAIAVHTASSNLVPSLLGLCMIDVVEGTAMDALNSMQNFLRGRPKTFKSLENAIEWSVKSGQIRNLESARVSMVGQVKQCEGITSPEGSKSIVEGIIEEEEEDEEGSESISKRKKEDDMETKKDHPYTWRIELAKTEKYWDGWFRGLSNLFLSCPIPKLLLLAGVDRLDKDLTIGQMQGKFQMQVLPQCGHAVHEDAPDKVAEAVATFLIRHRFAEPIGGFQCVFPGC
TPT1 inhibitor: inhibitors of Candida albicans tRNA 2'-phosphotransferase TPT1. recombinant caTPT1, FP RNA substrate dephosphorylation. inhibition, % at 5 µM. 0.81% of 300,000 active. AID 1962;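 active means inhibition above the mean of all tested compounds plus 3 SD, set per screening campaign, cut at about 24% in these data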;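 further: plate controls were DMSO alone for no effect and ferristatin control at 100 nM for full effect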
Fam108B counter: blocks mouse Fam108B hydrolase in RBBP9 counter-screen; recombinant Fam108B, FP-Rh probe fluorescence polarization; inhibition, % at 9.51 µM; 0.33% of 300,000 active; AID 1947;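 active means inhibition above the screen mean inhibition plus 3 SD, computed separately per campaign, cut at about 18% in these data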;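 further: inhibitors lower polarization as less probe binds the enzyme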
MEX-5 binding: C. elegans MEX-5 TCR-2 RNA binding activity; AID 1832; Q9XUB2; activity score (negative = inhibition of binding), % at 10 µM; MEX-5/FITC-TCR2 RNA binding, fluorescence polarization; hits give low values; 0.38% of 300,000 active;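 active means inhibition past about -25% in most replicates, and total fluorescence under double the plate's negative control median, limit read from the data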;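 further: 0% = DMSO and -100% = 5 µM competing unlabeled TCR2 RNA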
PAD4 FP inh: blocks human protein arginine deiminase 4. AID 485272. 0.41% of 330,000 active. inhibition, % at 6.36 µM. Q9UM07. recombinant PAD4, RCA probe fluorescence polarization;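 active means percent inhibition above a cutoff equal to the mean of all tested compounds plus 3 SD, cut at about 15% in these data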;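 further: 0% = PAD4 with RCA probe and DMSO and 100% = probe without PAD4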
GLD-1 RNA inh: GLD-1-TGE RNA interaction inhibition (C. elegans) | 0.44% of 320,000 active | inhibition, % at 5.96 µM | purified GLD-1 + fluorescein TGE RNA, fluorescence polarization;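 active means percent inhibition above a per-plate cutoff, the plate mean of test compounds plus 3 SD, cut at about 30% in these data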;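 further: 0% = DMSO wells with GLD-1 and probe and 100% = wells lacking GLD-1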
BCLXL inh: Bcl-xL (human) inhibition; inhibition, % at 10.9 µM; 0.7% of 320,000 active; AID 2129; GST-Bcl-xL / FITC-Bim BH3 peptide fluorescence polarization;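 active means inhibition above the mean of all tested compounds plus 3 SD, cutoff set per campaign, cut at about 30% in these data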;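 further: 0% = DMSO wells and 100% = unlabeled Bim-BH3 peptide competitor; inhibitors lower millipolarization by displacing the labeled peptide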
Target sequence (Q07817 whole entry, looked up): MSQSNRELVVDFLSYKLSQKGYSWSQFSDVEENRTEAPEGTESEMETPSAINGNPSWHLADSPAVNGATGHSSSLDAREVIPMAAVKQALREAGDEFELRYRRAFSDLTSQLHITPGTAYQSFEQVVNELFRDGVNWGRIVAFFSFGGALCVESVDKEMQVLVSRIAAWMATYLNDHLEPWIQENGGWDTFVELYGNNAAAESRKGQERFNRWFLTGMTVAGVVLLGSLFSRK
MCL1-BIM inh: disrupts human MCL1 binding to BIM-BH3 peptide | 0.68% of 320,000 active | inhibition, % at 10.9 µM | GST-MCL1 / FITC-Bim-BH3 fluorescence polarization | Q07820 | AID 2057;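 active means inhibition above the mean inhibition of all tested compounds plus 3 SD, set per campaign, cut at about 40% in these data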;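 further: 0% = DMSO wells and 100% = unlabeled Bim-BH3 peptide control; higher means more loss of mP so more displacement of Bim peptide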
GSTO1 counter: blocks human GSTO1 in RBBP9 counter-screen; P78417; recombinant GSTO1, activity-based probe fluorescence polarization; inhibition, % at 5.96 µM; 1.1% of 300,000 active;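 active means inhibition above the campaign mean inhibition plus 3 SD, cut at about 35% in these data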;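 further: 0% = GSTO1-1 with DMSO and 100% = wells lacking GSTO1-1 enzyme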
Target sequence (P78417 whole entry, looked up): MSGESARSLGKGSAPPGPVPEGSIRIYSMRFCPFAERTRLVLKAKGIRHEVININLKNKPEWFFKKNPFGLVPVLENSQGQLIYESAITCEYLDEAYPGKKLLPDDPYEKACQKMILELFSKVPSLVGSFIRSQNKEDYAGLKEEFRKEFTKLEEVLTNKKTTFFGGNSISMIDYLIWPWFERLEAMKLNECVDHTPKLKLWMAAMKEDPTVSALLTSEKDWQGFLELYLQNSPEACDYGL
* hit, by the source's call; / = no result given.

SMILES	PME-1 primary	TPT1 inhibitor	Fam108B counter	MEX-5 binding	PAD4 FP inh	GLD-1 RNA inh	BCLXL inh	MCL1-BIM inh	GSTO1 counter
C=C(C)COc1ccc2c(C)c(CC(=O)N3C[C@H]4C[C@@H](C3)c3cccc(=O)n3C4)c(=O)oc2c1C	-4	-1	0	0.8	0	7	0	0	1
N#Cc1cc(Oc2cccnc2)c(Oc2cccnc2)cc1C#N	2	1	-2	-4.2	-2	5	7	2	7
Cc1ccc(S(=O)(=O)Nc2ccc(N3CCN(C)CC3)nc2)cc1	3	-17	-4	-3.9	-1	-4	29	32	4
C=CCOc1ccc(/C=C/C(=O)OCC(=O)NCCCc2ccccc2)cc1	3	-3	2	1.1	0	7	-8	-5	1
CCCCc1c(O)nc(N2CCN(Cc3ccccc3)CC2)[nH]c1=O	4	-2	-2	-3.3	-1	-2	15	18	-1
CCN1C(=O)/C(=C\c2cn(CCC#N)nc2-c2ccc(F)cc2)SC1=S	2	9	-7	0.9	1	-8	-5	-11	-8
CCSc1nnc(Cc2cc(=O)[nH]c(=O)[nH]2)n1-c1cc(C)ccc1C	2	-6	-3	-2.4	2	5	11	14	4
COc1ccc(OC)c(NC(=O)c2nnn(CC(=O)Nc3ccc4c(c3)OCO4)c2N)c1	-2	5	5	-2.4	-3	6	-5	12	0
CC(C)S(=O)(=O)c1cnc(-c2ccccn2)nc1N	3	-4	-2	-1.0	2	-2	6	5	3
CC(C(=O)Nc1ccc(Cl)cc1)N1C(=O)NC2(CCCC2)C1=O (configuration not stated)	-1	-2	-2	0.4	2	-5	-10	-17	24
Cc1cccc(NC(=O)CCc2nnc3ccc(N4CCC(C)CC4)nn23)n1	-2	4	-2	1.3	4	1	1	-5	6
CCC(O)(C(=O)Nc1ccccc1C(F)(F)F)c1ccccc1OC (configuration not stated)	-2	/	/	/	-4	-2	-12	-9	/
O=C(N/N=C/c1ccncc1)c1cc([N+](=O)[O-])cc([N+](=O)[O-])c1	5	-2	2	1.9	-3	9	-7	0	1
O=C(CNS(=O)(=O)c1ccccc1)Nc1cccc([N+](=O)[O-])c1	0	-2	0	-0.7	-2	2	2	3	5
CCOC(=O)c1cnn(CCOC(=O)C2CC2)c1NC(=O)C1CC1	0	2	2	2.9	-3	-2	2	6	0
COc1cc2nc(CN(C)Cc3ccc(C(C)(C)C)cc3)[nH]c(=O)c2cc1OC	-10	1	-3	-3.9	-1	-1	-4	-7	1
COc1ccc(C(=O)Nc2c(N)nc(SCC(=O)Nc3ccc(C(C)=O)cc3)[nH]c2=O)cc1	0	-1	3	-2.3	4	4	2	3	-2
O=C(Nc1nc2ccccc2n1CCN1CCCC1)C1CCCCC1	1	-5	-6	4.0	-1	-2	-1	5	-1
N#Cc1cc([N+](=O)[O-])c(-n2nnc3ccccc32)c([N+](=O)[O-])c1	-2	-2	3	3.3	3	-1	7	5	0
COc1cc(/C(C)=N/NC(=O)CSc2nnc(C)s2)ccc1O	-4	0	1	-2.2	-2	0	3	1	5

Next section, overlapping the part above by 4 compounds.
SMILES	PME-1 primary	TPT1 inhibitor	Fam108B counter	MEX-5 binding	PAD4 FP inh	GLD-1 RNA inh	BCLXL inh	MCL1-BIM inh	GSTO1 counter
COc1ccc(C(=O)Nc2c(N)nc(SCC(=O)Nc3ccc(C(C)=O)cc3)[nH]c2=O)cc1	0	-1	3	-2.3	4	4	2	3	-2
O=C(Nc1nc2ccccc2n1CCN1CCCC1)C1CCCCC1	1	-5	-6	4.0	-1	-2	-1	5	-1
N#Cc1cc([N+](=O)[O-])c(-n2nnc3ccccc32)c([N+](=O)[O-])c1	-2	-2	3	3.3	3	-1	7	5	0
COc1cc(/C(C)=N/NC(=O)CSc2nnc(C)s2)ccc1O	-4	0	1	-2.2	-2	0	3	1	5
O=C(Nc1nnc(-c2ccc(Br)cc2)o1)c1ccco1	-5	1	1	-2.1	-3	-2	2	5	7
CCN1CCN(C(=O)c2ccc(N3CC4CC(C3)c3cccc(=O)n3C4)c([N+](=O)[O-])c2)CC1 (configuration not stated)	3	-2	6	-1.3	2	1	3	1	5
CCOC(=O)c1c(C)[nH]c(=S)c(C#N)c1-c1ccc(Cl)cc1	1	13	6	2.7	3	4	3	-5	12
Cc1ccc(NC(=O)N(Cc2ccco2)C(C)c2ccco2)cc1C (configuration not stated)	7	3	9	1.2	-2	1	-2	3	4
COc1cc(CC(NC(C)=O)C(=O)NC2CCN(c3c4c(nc5ncnn35)CCC4)CC2)cc(OC)c1 (configuration not stated)	6	0	-2	2.4	0	4	5	2	1
Cc1ccc2c(COC(=O)c3ccccc3OC(F)F)cc(=O)oc2c1	6	-4	-5	-0.8	0	6	0	1	-5
O=C(O)COc1ccc2c(c1)CCCC2	-5	-2	-4	2.2	1	5	1	5	4
COc1cccc2cc(-c3ccnc(=S)[nH]3)oc12	8	-1	1	0.0	45*	-4	20	12	-13
O=C(COc1ccc(Cl)cc1)OCC(=O)N1CCCc2ccccc21	5	-2	4	0.0	3	0	6	10	4
C=C1CCC[C@]2(C)C[C@H]3OC(=O)C(CNCC(OC)OC)[C@H]3CC12 (some centres not stated)	0	-1	-4	-0.3	1	-1	1	5	-3
O=C(Nc1cccc2c1CCCC2)c1cccc(F)c1	8	-1	6	-0.3	-2	7	13	5	-2
C=CCSc1nc(N)cc(=O)[nH]1	0	-2	-2	0.5	1	-2	4	2	5
Fc1ccc(-c2noc(-c3ccc4c(c3)CCO4)n2)cc1	-4	1	-5	0.7	9	8	4	-1	12
CCC1(C)Cc2sc3c(=O)[nH]c(=S)[nH]c3c2CO1 (configuration not stated)	-4	-2	-2	-2.9	-5	-1	7	8	-2
COc1ccc(-c2cc(CNS(=O)(=O)c3ccc(NC(C)=O)cc3)on2)cc1	3	-1	-4	1.2	1	10	0	-1	4
O=[N+]([O-])c1ccccc1OC/C(=N\O)c1ccccc1	1	-3	1	-2.1	-3	-3	4	5	1
CS(=O)(=O)N(CC(=O)N1CCN(Cc2ccc3c(c2)OCO3)CC1)c1ccc2c(c1)OCO2	1	-2	2	-0.1	-3	-2	1	-8	3
O=C(NC1CCCC1)c1cc(-c2ccccc2)on1	-3	-1	-2	-0.1	-3	9	-4	-1	-3
O=C(O)CCNC(=O)c1cncc(Br)c1	0	-3	1	1.6	-2	-1	0	-1	2
N#CSC(c1ccccc1)c1nc2ccccc2[nH]c1=O (configuration not stated)	-11	1	0	0.6	0	0	10	12	-4
COc1ccc(-c2nnnn2-c2ccc(F)cc2F)cc1	1	-1	-2	-1.9	5	12	3	4	9
COc1ccccc1N(CC(=O)N1CCCCCC1)S(C)(=O)=O	-2	0	1	2.5	-1	0	-3	-4	-2
O=C(Nc1ccccc1)c1ccc(CN2CCc3ccccc3C2)cc1	5	0	8	-0.1	-3	-4	-1	-1	-7
CSc1nc2c(c(=O)n1-c1ccccc1)SCC2	-9	-1	-4	-0.3	-7	-7	-4	-12	-7
Cc1cc(C(=O)N/N=C/c2ccccc2[N+](=O)[O-])c(C)o1	2	3	1	1.1	0	3	-4	-4	0
O=S(=O)(c1ccccc1)N(CC(O)COc1ccccc1)c1ccccc1 (configuration not stated)	1	-1	0	0.3	2	0	4	6	13
C=CCN(C(=O)c1csnn1)C(C(=O)NC1CCCCC1)c1ccccc1F (configuration not stated)	-4	0	3	0.5	-1	6	4	13	3
CN1N=C(C(C)(C)C)CC1=O	-1	3	2	0.0	-7	1	2	-7	23
CCc1ccccc1NC(=O)c1ccc(-c2csc(C)n2)cc1	-4	2	-4	1.9	1	3	5	6	5
C[C@@H](NC(=O)c1nc[nH]c1C(=O)N[C@@H](Cc1ccccc1)C(=O)OC(C)(C)C)c1ccccc1	-12	0	-5	1.2	7	7	3	13	2
Cc1ccc(S(=O)(=O)N2CCOCC2)cc1NC(=O)COC(=O)c1ccccc1OCc1c(C)noc1C	32*	-2	2	-0.4	3	5	8	3	2
CCOC(=O)/C(C#N)=C/c1cc2ccc(C)cc2nc1Cl	1	3	-2	-0.2	0	-8	6	3	3
O=C1N[C@@H](Cc2ccccc2)C(=O)N2[C@@H]3N(S(=O)(=O)c4ccccc4)c4ccccc4[C@]3(Br)C[C@@H]12	20	-2	1	0.9	-1	15	-1	-4	-3
COc1cc2c(cc1OC)C1Cc3ccc(OC)c(OC)c3C[N+]1([O-])CC2 (configuration not stated)	4	-3	4	1.3	-6	0	6	2	8
Cc1cc(O)c(NC(=O)c2ccco2)cc1C	-3	2	-1	1.2	3	7	7	1	3
O=C(/C=C/c1ccc(F)cc1)NC(=S)N1CCOCC1	-4	-3	-1	-0.7	-4	-9	2	17	-2
CC1Oc2ccccc2C=C1/C=N/NC(=O)c1ccncc1 (configuration not stated)	4	1	-2	-0.8	-3	-2	3	3	2
Cc1cc(O)c(CN(C)C)c2c1C(=O)/C(=C/c1ccco1)O2	-2	-12	-1	-37*	-3	26	62*	61*	11
COc1cc(=O)n(C)c2cc(N(C)C)ccc12	2	-2	1	-1.5	-5	2	4	4	2
CC1CCCC(C)N1C(=C(Cl)Cl)C(=C1SCCS1)[N+](=O)[O-] (configuration not stated)	3	-2	5	-0.6	1	-1	0	1	28
COc1ccc(NC(=O)c2cc(-c3cc(C)cc(C)c3O)n[nH]2)cc1Cl	-100	-2	-32	2.8	-6	7	3	5	-56
O=C(CC(c1ccccc1)c1ccccc1O)N1CCCC1 (configuration not stated)	6	1	2	-1.1	-1	8	2	7	-4
COc1ccc2oc(=O)c(-c3csc(Nc4cccc(O)c4)n3)cc2c1	47*	6	34*	0.6	-5	2	6	-4	-22
CC(=O)c1cn(CC(=O)Nc2ccccc2C)c2ccccc12	3	3	1	0.8	-3	-9	0	-1	-2
NCCCCNCCCN	-2	-2	-1	-0.6	4	-3	-3	-2	3
COCc1cc(C)nc(SCC(=O)Nc2ccc3c(c2)n(C)c(=O)n3C)c1C#N	-3	2	1	1.6	197*	0	4	-3	0
C[C@@H](NC(=O)C1(c2ccccc2)CCN(C(=O)OC(C)(C)C)CC1)C(=O)N[C@@H](C(=O)O)c1ccccc1	2	0	-1	2.3	5	8	3	0	-5
COc1ccc([N+](=O)[O-])cc1C1NN=C(c2ccccc2O)S1 (configuration not stated)	-3	3	-1	-0.1	0	9	3	3	-6
C[C@]12CCC(=O)CC1=CCC1C3CC=C(C#N)[C@@]3(C)CC[C@@]12O (some centres not stated)	-1	-4	5	-2.9	0	-8	-2	0	5
COc1ccc(Nc2sc(C(=O)Nc3cccc(Cl)c3)c(N)c2C(=O)Nc2ccccc2OC)cc1	30*	3	51*	0.7	-6	7	-7	-9	-35
Cc1ccc(S(=O)(=O)NCCN=C(CN2CCCC2)NS(=O)(=O)c2ccc(C)cc2)cc1	2	-3	0	/	1	2	0	3	-4
O=C1c2cccnc2C(Nc2ccccc2)N1Cc1ccco1 (configuration not stated)	-4	1	3	-0.7	-3	4	8	4	11
O=C(Cc1c(O)c2ccccc2[nH]c1=O)NC1CCCCCCC1	2	1	5	-1.9	-6	2	3	-4	0
CCCNC(=S)N1CCC(C(=O)c2ccc(F)cc2)CC1	-2	-5	1	-0.1	3	5	7	7	8
COc1ccc(CNC(=O)COc2ccc(S(=O)(=O)N3CCCCC3)cc2Cl)cc1	0	1	-1	0.6	-6	-4	2	10	-1

Compound activity (PubChem)

Only part of the results is shown; count on the stated rates, not on these rows.
